Pf growth 96h = P. falciparum growth inhibition at 96 hour, primary screen for plastid delayed-death inhibitors; P. falciparum luciferase reporter growth, 96 h; Potency, µM (highest dose often 28.7 µM), without a hit: top-dose activity change, negative = inhibition, actives largely listed as inhibitors; 320,000 compounds, 6.9% hits; note: potency is the fitted concentration of half-maximal effect; % is set by controls: 0 for no effect and ±100 for the full control effect
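Readout is luminescence from an integrated firefly luciferase in P. falciparum. Red cells, 2% hematocrit and 0.05% parasitemia final, were cultured with compound through two parasite generations (96 hours) at 37 C, 5% CO2.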
Cycloheximide cs = affects cycloheximide protein synthesis inhibition readout, counter-screen. cell reporter, cycloheximide protein synthesis inhibition counterscreen. max response, %. 300,000 compounds, 12% hits; in the data active = max response mostly above about 13%, no sharp cut-off; inactive = mostly below about 14%; note: read at 38.3 µM for the half of the compounds with a filed dose; 0% is about no effect
Shiga inhibitor = Shiga toxin inhibition; 290,000 compounds, 9.2% hits; inhibition, % at 38.7 µM; AID 2315; Vero cells, Shiga toxin protein synthesis inhibition reporter; in the data active = inhibition mostly above about 28%, no sharp cut-off; inactive = mostly below about 43%; note: 0% is about no effect
HCV inhibitor = blocks hepatitis C virus; Huh7.5.1 HCVcc-Cre infection, luciferase reporter, 44 h; Potency, µM (doses to about 41.8 µM), for the others: top-dose activity change, negative = inhibition, actives largely listed as inhibitors; 340,000 compounds, 3.4% hits; AID 651820; note: potency is the fitted concentration of half-maximal effect; % is set by controls: 0 for no effect and ±100 for the full control effect
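Reporter virus HCVcc-Cre (~0.5 moi) infects cells exposed to compound; seeding density 1,000 cells/well with 4 h settling beforehand. Luminescence, 15 sec read, taken 44 h post-infection following a 15 min RT substrate incubation.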
Pf growth 48h = P. falciparum growth inhibition at 48 hours (one generation) | P. falciparum luciferase growth in erythrocytes, 48 h | AID 504832 | 310,000 compounds, 5.9% hits | Potency, µM (highest dose often 28.7 µM), for inactives: at the highest dose activity change, negative = inhibition, actives largely listed as inhibitors; note: potency is the fitted concentration of half-maximal effect; % is set by controls: 0 for no effect and ±100 for the full control effect
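Cell-based growth assay: transgenic P. falciparum expressing firefly luciferase, cultured in red cells within RPMI 1640 containing 0.5% w/v Albumax, 24 mM bicarbonate and gentamycin. A drop in luciferase activity indicates inhibition.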
FBPA Giardia inh = inhibitors of Giardia lamblia fructose-1,6-bisphosphate aldolase; A8B2U2; purified Giardia FBPA; Potency, µM (highest dose often 59.6 µM), for inactives: at the top dose activity, negative = inhibition, usual class: inhibitors; 290,000 compounds, 0.71% hits; note: potency is the fitted concentration of half-maximal effect; % is set by controls: 0 for no effect and ±100 for the full control effect; nearly all actives have a fitted effect of over 55% in size
Target sequence (A8B2U2 whole entry, looked up): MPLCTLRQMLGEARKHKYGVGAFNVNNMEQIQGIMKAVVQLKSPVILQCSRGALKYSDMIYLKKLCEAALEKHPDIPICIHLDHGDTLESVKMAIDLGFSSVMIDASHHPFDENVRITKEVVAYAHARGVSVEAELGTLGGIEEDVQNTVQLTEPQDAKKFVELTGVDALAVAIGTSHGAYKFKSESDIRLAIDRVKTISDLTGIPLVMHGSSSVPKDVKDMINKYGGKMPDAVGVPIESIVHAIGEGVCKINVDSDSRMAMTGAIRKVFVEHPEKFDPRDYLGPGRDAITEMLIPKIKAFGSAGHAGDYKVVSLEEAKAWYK
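40 nM FBPA preincubated 10 min at RT with compound (up to 57.5 uM final), then substrate plus GAPDH/TPI/NAD/arsenate coupling and diaphorase/resazurin added. Fluorescence read after 20 min at RT, 525/598 nm.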
Active calls of the source: *; ? = inconclusive; . = no result given; & = joins results of further samples; [ ] = another dose, or the depositor's remark. Unless noted, calls come from the whole dose curve; as a rule, active = well fitted curve in the direction sought with a large enough effect; inconclusive = small, poorly fitted or top-dose-only effect, or another doubt; inactive = no such curve, though single readings can be large; an effect the other way counts as inactive or inconclusive.

molecule | Cycloheximide cs | Shiga inhibitor | HCV inhibitor | FBPA Giardia inh | Pf growth 96h | Pf growth 48h
COc1ccc2nc(SCC(=O)NC3CCCc4ccccc43)[nH]c2c1 (configuration not stated) | -1 | 1 | ? | -4% | ? | -3%
COc1ccccc1CNS(=O)(=O)c1ccc2c(c1)NC(=O)CS2 | 31 | 17 | -27% | -4% | ? | 29%
CC1CCCCN1CC(=O)Nc1ccc(Oc2ccccc2)cc1 (configuration not stated) | -2 | 16 | ? | -23% | ? | .
CCOC(=O)c1c(NC(=O)COC(=O)CNC(=O)c2ccco2)sc(C(C)=O)c1C | -1 | -13 | ? | 0% | -23% | 0%
O=C(NCC1COc2ccccc2O1)c1c[nH]c2ccc(S(=O)(=O)N3CCOCC3)cc2c1=O (configuration not stated) | -4 | -11 | 11% | 0% | ? | -25%
COc1ccc(CCn2c(=N)c(C(=O)NCCN3CCOCC3)cc3c(=O)n4ccccc4nc32)cc1OC | 2 | -5 | 18% | 0% | ? | ?
CC(=O)C(Cc1cccc(F)c1)(Cc1cccc(F)c1)C(C)=O | 2 | -6 | 1% | 2% | -43%[5.75 µM] | -4%
Cc1n(N)c2ccccc2[n+]1CC(=O)c1ccccc1 | 1 | -9 | 9% | 0% | -6% | ?
O=C(Nc1ccc(NC(=O)C2CCCCC2)nc1)c1ccccn1 | 44* | 81* | -28% | -8% | 99%[activator] | 20%
Cn1c(SC(C(=O)Nc2ccc(F)cc2)c2ccccc2)nc2ccccc21 (configuration not stated) | 7 | -6 | -4% | -1% | ? | ?
O=C(N/N=C/C=C\c1ccco1)c1ccccn1 | 24* | 40 | -5% | ? | 47%[activator] | 45%[activator]
C/C(=N\NC(=O)CO/N=C(\C)c1cccs1)c1ccc(N)cc1 | 3 | 8 | -19% | 0% | -17% | 41%[activator]
CC(C)(C)[C@]1(O)C[C@@H]2OC(=O)CC23C(=O)O[C@@H]2OC(=O)[C@H](O)C231 (some centres not stated) | 1 | 13 | . | 1% | . | .
Cc1ccc(C(=O)OCC(=O)N(C)C2CCS(=O)(=O)C2)cc1S(=O)(=O)N1CCCCC1 (configuration not stated) | . | . | -23% | . | 11% | 6%
COc1cc(C(=O)NCc2ccc(OCCN(C)C)cc2)cc(OC)c1OC | . | . | 6% | 0% | ? | -22%
CCOC(=O)c1c(C)nc2sc3c(=O)n(-c4ccc(C(C)=O)cc4)nnc3c2c1-c1ccc(Cl)cc1 | -2 | -11 | ? | 5% | 6% | 0%
CCCN(CCC)CCCNC(=O)c1cn(CC)c2ccc(S(=O)(=O)N3CCOCC3)cc2c1=O | -1 | -3 | 10% | 9% | ? | -13%
C=C1CCN([C@@H](C)C(=O)NCc2ccc(OC)cc2)S(=O)(=O)c2ccccc21 | -4 | 4 | 12% | -1% | ? | ?
O=C(O)Cn1c(CC(=O)N2CCCC2)nc2ccccc21 | -3 | -8 | 2% | -3% | 213%[activator][5.75 µM] | 9%
CC(C)NS(=O)(=O)c1ccc(NCCCn2ccnc2)c([N+](=O)[O-])c1 | 2 | 14 | ? | . | -18% | -7%
Cc1ncoc1C(=O)Nc1ccccc1-c1ccccc1 | -1 | -20 | -5% | 5% | ? | 1%
Cc1[nH]nc2c1C(c1cccs1)C(C#N)=C(N)O2 (configuration not stated) | -2 | -8 | 14% | -3% | 28% | 1%
COc1ccc(CCNC(=O)CSc2nc(C)nc3c2oc2ccccc23)cc1OC | -2 | -13 | -18% | -1% | 5.9µM* | ?
O=C(c1cccc(F)c1)N1CCN(c2ccc([N+](=O)[O-])c(N3CCCCC3)c2)CC1 | -5 | -6 | ? | -5% | ? | -15%
CCCCC(=O)NC(=S)Nc1nnn(CCC)n1 | 11 | 19 | -3% | 1.8µM* | ? | -4%

(listing goes on)
molecule | Cycloheximide cs | Shiga inhibitor | HCV inhibitor | FBPA Giardia inh | Pf growth 96h | Pf growth 48h
CN(C)c1ccc(C(CN)c2c[nH]c3ccccc23)cc1 (configuration not stated) | 10 | 21 | ? | -4% | ? | 9.3µM*
Cc1c(OCC(=O)N[C@@H](Cc2ccccc2)C(=O)O)ccc2c1oc(=O)c1ccccc12 | -3 | -6 | 28% | 15% | 14% | -4%
COc1ccc(CNc2ncnc3c2[nH]c2cc(OC)c(OC)cc23)cc1 | -1 | -10 | ? | -5% | 1.7µM* | 2.1µM*
Nc1ccc(S(=O)(=O)c2ccc(Cl)cc2)cc1 | -2 | -14 | -19% | -6% | 16% | .
O=C(CCN1CCN(S(=O)(=O)c2ccc(Cl)cc2)CC1)Nc1ccc(F)cc1 | -3 | -7 | -21% | . | 18% | -22%
CC(O)[C@H]1CNC(=O)C(=O)N1CC1(c2ccccc2)CC1 (some centres not stated) | -1 | -1 | 22% | 8% | 20% | -5%
CCCn1c(SCC(=O)NC2CCCC2)nc2c1c(=O)n(C)c(=O)n2C | 9 | 23 | 7% | -3% | 1% | -17%
CC1=C(C(=O)N2CCCC(CCC(=O)NCc3ccc(F)c(F)c3)C2)OCCO1 (configuration not stated) | 12 | 36 | 12% | 0% | 76%[activator] | -6%
O=c1c(-c2nc3ccccc3s2)cccn1Cc1ccccc1 | 51* | 102* | -29% | -2% | 197%[activator] | 300%[activator]
COc1cccc(/C=C2/C(=O)NN(c3ccc(Br)cc3)C2=O)c1O | 11 | 11 | -10% | ? | 4% | 20%
CC1(C)Cc2c(cnn2-c2cccc(F)c2)C(NC(=O)c2ccc(=O)[nH]n2)C1 (configuration not stated) | 17 | -5 | ? | . | ? | -18%
CCOC(=O)COc1ccc2c(c1)C(=O)CC1(CCN(C(C)=O)CC1)O2 | -2 | -11 | 5% | -10% | -1% | ?
CC(C)(C)c1ccc(OCC(=O)NCC(c2cccs2)N2CCOCC2)cc1 (configuration not stated) | . | . | ? | . | ? | ?
CCOC(=O)N1CCN(C(=O)c2c(N)no[n+]2[O-])CC1 | 6 | -23 | . | 7% | 117%[activator] | 6%
CC(C)c1ccc(-c2nc(N3CCCC3)nc3n[nH]c(N)c23)cc1 | 1 | -9 | ? | -2% | 19% | ?
CCOC(=O)NC1(C(F)(F)F)C(=O)NC(C)=C1C#N (configuration not stated) | -1 | -2 | 5% | -8% | -1% | -6%
O=C(OCc1nnc(-c2ccccc2)o1)c1cc(S(=O)(=O)N2CCOCC2)c(Cl)cc1Cl | 9 | -5 | 12%&5% | 4% | ? | 25%
Cc1ccc(CC(=S)N2CCOCC2)cc1 | 1 | -8 | 15% | -10% | 13µM* | 13%
CCOC(=O)c1nn(-c2ccccc2)c(=O)cc1SC(C)CC (configuration not stated) | -1 | -2 | 22% | 1% | ? | ?
CC(=O)c1cc2c(cc1NS(=O)(=O)c1ccc(F)cc1)OCO2 | -3 | 0 | -9% | -13% | 7% | -15%
Clc1cc(Cl)cc(C2=NCCC(c3ccccc3)O2)c1 (configuration not stated) | -1 | -13 | 4%[8.37 µM] | 0% | 16% | -2%
COc1ccc(/C=C/C(=O)Nc2cc(C)on2)cc1 | 42* | 107* | -2% | 15% | 8% | ?
Cc1cc(C)cc(NC(=O)N2CCc3ccccc3C2)c1 | 36* | 75* | -4% | -9% | 71%[activator] | 61%[activator]
CC(C)C(=O)N(Cc1ccccc1)c1ccccn1 | -6 | 4 | 20% | 7% | ? | .
CCC[C@@H]1NC(=O)[C@@H](NC(C)=O)CSSC[C@@H](C(N)=O)NC(=O)CNC(=O)[C@H](Cc2c[nH]c3ccccc23)NC(=O)[C@H](CCCN=C(N)N)NC(=O)[C@H](Cc2ccc3ccccc3c2)NC(=O)[C@H](Cc2cnc[nH]2)NC(=O)[C@H](CCCN=C(N)N)NC1=O | 3 | -3 | . | 5% | . | .

(continued)
molecule | Cycloheximide cs | Shiga inhibitor | HCV inhibitor | FBPA Giardia inh | Pf growth 96h | Pf growth 48h
COc1ccc(/C=N/Nc2ccccn2)cc1O | 46* | 70* | 6% | 0% | 189%[activator] | 261%[activator]
C=C(C)COc1ccc(-c2n[nH]c(C)c2-c2ccc(OC)c(OC)c2)c(O)c1 | -3 | -3 | 13µM* | -15% | ? | ?
Cc1cccc(C(=O)O/N=C(\N)c2ccccn2)c1 | -6 | -6 | -19% | -7% | ? | -114%
COc1ccc(CCNC(=O)C(=O)Nc2nccs2)cc1OC | 6 | 44 | 4% | -27% | 15% | -9%
CCOP(=O)(Cc1ccc(C(=O)CC)o1)OCC | 1 | 3 | 1% | 4% | 15% | 2%
COC(=O)N1C(=O)[C@](c2ccccc2)(C2CCCC2)N1C(=O)OC | 19* | 14 | 12% | 11% | -8% | 17%
Cc1csc(NC(=O)CSc2nc3ccccc3c3c2CCCC3)n1 | 1 | 18 | ? | 7% | -24% | 2%
OCCN1CCN(CC(O)COc2ccc3ccccc3c2)CC1 (configuration not stated) | 4 | 16 | -11%&-21% | 5% | . | 12%
CN(C)CCN1C(=O)C(O)=C(C(=O)c2cc3ccccc3o2)C1c1ccccn1 (configuration not stated) | 5 | 28 | . | -15% | 129%[activator] | 38%[activator]
NC(=O)c1cccnc1Nc1ccccc1F | 29* | 28* | -21% | -4% | 103%[activator] | 68%[activator]
O=C(CSCc1cnn(-c2ccccc2)c1-n1cccc1)NCCN1CCOCC1 | -3 | -10 | 9% | 0% | ? | .
Cn1c(CNC(=O)c2ccccc2F)nnc1SCC(=O)NCc1ccccc1 | -3 | -9 | -8% | 1% | ? | 10%
COc1ccccc1-c1nnc(SCC(=O)N2CCCCC2)o1 | 23* | 22 | 15% | . | ? | -2%

Laid out differently: 11 of the compounds above.
Order of results: Cycloheximide cs	Shiga inhibitor	HCV inhibitor	FBPA Giardia inh	Pf growth 96h	Pf growth 48h
> CCC[C@@H]1NC(=O)[C@@H](NC(C)=O)CSSC[C@@H](C(N)=O)NC(=O)CNC(=O)[C@H](Cc2c[nH]c3ccccc23)NC(=O)[C@H](CCCN=C(N)N)NC(=O)[C@H](Cc2ccc3ccccc3c2)NC(=O)[C@H](Cc2cnc[nH]2)NC(=O)[C@H](CCCN=C(N)N)NC1=O
→ 3	-3	.	5%	.	.
> COc1ccc(/C=N/Nc2ccccn2)cc1O
→ 46*	70*	6%	0%	189%[activator]	261%[activator]
> C=C(C)COc1ccc(-c2n[nH]c(C)c2-c2ccc(OC)c(OC)c2)c(O)c1
→ -3	-3	13µM*	-15%	?	?
> Cc1cccc(C(=O)O/N=C(\N)c2ccccn2)c1
→ -6	-6	-19%	-7%	?	-114%
> COc1ccc(CCNC(=O)C(=O)Nc2nccs2)cc1OC
→ 6	44	4%	-27%	15%	-9%
> CCOP(=O)(Cc1ccc(C(=O)CC)o1)OCC
→ 1	3	1%	4%	15%	2%
> COC(=O)N1C(=O)[C@](c2ccccc2)(C2CCCC2)N1C(=O)OC
→ 19*	14	12%	11%	-8%	17%
> Cc1csc(NC(=O)CSc2nc3ccccc3c3c2CCCC3)n1
→ 1	18	?	7%	-24%	2%
> OCCN1CCN(CC(O)COc2ccc3ccccc3c2)CC1 (configuration not stated)
→ 4	16	-11%&-21%	5%	.	12%
> CN(C)CCN1C(=O)C(O)=C(C(=O)c2cc3ccccc3o2)C1c1ccccn1 (configuration not stated)
→ 5	28	.	-15%	129%[activator]	38%[activator]
> NC(=O)c1cccnc1Nc1ccccc1F
→ 29*	28*	-21%	-4%	103%[activator]	68%[activator]

Screening results from PubChem BioAssay.

Compounds as they come; 24% or so of the library scored in one or more.
